# Bioassay records deposited in PubChem BioAssay by National Center for Advancing Translational Sciences (NCATS).
# BAZ2B inh – inhibitors of human BAZ2B bromodomain. Q9UIF8. AlphaScreen BAZ2B-H3K14Ac peptide displacement. Potency, µM (highest dose often 114 µM), inactives show at the top dose activity change, negative = inhibition, hits mostly inhibitors. actives 4.4% (n = 360,000). AID 504333; further: potency means the concentration at half of the fitted maximal effect; on the % scale 0 is the no-effect control and ±100 the full control effect; nearly all actives have a fitted effect of over 60% in size
#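 Complex of BAZ2B and biotin-H3K14Ac (50 nM apiece) forms over 30 min at RT, then faces library compounds up to 110 uM for another 30 min; AlphaScreen beads added, 20 min dark incubation, luminescence read.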
# JMJD2A Tudor – inhibitors of human JMJD2A Tudor domain; O75164; actives 4.4% (n = 390,000); AID 504339; Potency, µM (series often up to 114 µM), without a hit: at the top dose activity change, negative = inhibition, actives largely listed as inhibitors; AlphaScreen JMJD2A-Tudor / H3K4me3 peptide binding; further: potency means the concentration at half of the fitted maximal effect; on the % scale 0 is the no-effect control and ±100 the full control effect; nearly all actives have a fitted effect of over 50% in size
# G9a inh – blocks human histone lysine methyltransferase G9a. Q96KQ7. Potency, µM (series often up to 102 µM), without a hit: at the top dose activity, negative = inhibition, actives largely listed as inhibitors. actives 8.8% (n = 350,000). G9a H3K9 monomethylation, AlphaScreen, 2 h; further: potency means the concentration at half of the fitted maximal effect; on the % scale 0 is the no-effect control and ±100 the full control effect; nearly all actives have a fitted effect of over 75% in size
# Target sequence (Q96KQ7 913-1193 limits assumed): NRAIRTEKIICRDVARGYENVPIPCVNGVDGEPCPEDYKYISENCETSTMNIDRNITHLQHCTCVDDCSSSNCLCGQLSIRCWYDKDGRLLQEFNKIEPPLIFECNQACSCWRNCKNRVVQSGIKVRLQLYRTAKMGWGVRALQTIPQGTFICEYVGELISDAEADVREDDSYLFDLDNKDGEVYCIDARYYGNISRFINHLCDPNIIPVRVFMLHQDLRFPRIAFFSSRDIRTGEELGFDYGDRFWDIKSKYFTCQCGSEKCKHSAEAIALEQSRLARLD
#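 Enzyme 20 nM + cpd, 15 min RT; add b-H3K9 pep 500 nM / SAM 20 uM; 2 h RT; anti-H3K9me1 Ab 0.5 ug/mL + SA donor / anti-rabbit acceptor beads 20 ug/mL each, 10 min; AlphaScreen read.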
# HP1b chromo inh – inhibitors of HP1-beta chromodomain binding to methylated histone tails; AlphaScreen HP1-beta / biotin-H3K9me3 peptide binding; P83916; actives 0.56% (n = 390,000); Potency, µM (titrated, usually from 114 µM), without a hit: top-dose activity change, negative = inhibition, actives largely listed as inhibitors; further: potency means the concentration at half of the fitted maximal effect; nearly all actives have a fitted effect of over 70% in size; inactives centre near 23
#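 AlphaScreen: HP1-beta (50 nM) preformed 30 min with biotin-H3(1-18)K9me3 peptide (50 nM) in PBS pH 7.4, 0.01% Tween-20. Compound added for 30 min at RT, then streptavidin donor/nickel chelate acceptor beads (10 ug/mL) for 30 min.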
# PI4K2A inh – blocks human PI4K2A kinase activity; Q9BTU6; purified PI4K2A, ADP-Glo luminescence, 1 h; active compounds read low; activity change, negative = inhibition, % at 76.9 µM; actives 0.13% (n = 420,000); AID 1346378; in the data active means activity change below about -50%; inconclusive means mostly about -30% to -49%;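 further: -100% = wells without enzyme as full effect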
#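 PI4K2A activity was measured by ADP-Glo luminescence: enzyme (4 ug/mL stock) and phosphatidylinositol (1.2 mM stock) in Tris pH 7.5/MgCl2/EGTA/Triton X-100 buffer were reacted with ATP (300 microM stock) for one hour at ambient temperature.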
# ERG-DNA inh – inhibitors of human ERG Ets domain-DNA interaction. fluorescence polarization, His-ERG Ets domain / labelled DNA. Potency, µM (doses to about 76.9 µM), for the others: at the highest dose FP activity, negative = inhibition, hits mostly inhibitors. P11308. actives 0.028% (n = 370,000); active means well fitted inhibition curve with a large enough effect in the polarisation, with a control signal flat; inconclusive means small, poorly fitted or top-dose-only effect, or effect the other way, or a change in a side signal; inactive means no such curve, though single readings can be large or run the other way; the % refers to the polarisation;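 further: polarization taken with two DNA probes labelled with fluorescein and Texas red; potency means the concentration at half of the fitted maximal effect; % of control where 0% means no effect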
#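 His-tagged ERG Ets domain (1 uM in the protein solution; 300mM KCl, 50mM Tris-HCl, 1mM EDTA, 1mM DTT, pH 7.5) received compound, then a probe mix of 5 nM fluorescein-DNA and 100nM Texas-615-DNA. Fluorescence polarization was read for both dyes.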
# PGK inhibitor – T. brucei PGK inhibition; AID 602233; actives 0.043% (n = 380,000); PGK/GAPDH coupled, Kinase-Glo luminescence, 60 min; Potency, µM (titrated, usually from 57.5 µM), without a hit: at the top dose activity change, negative = inhibition, most hits filed as inhibitors; further: potency means the concentration at half of the fitted maximal effect; on the % scale 0 is the no-effect control and ±100 the full control effect; nearly all actives have a fitted effect of over 60% in size
#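 Recombinant glycosomal PGK reaction used 1,3-bisphosphoglycerate generated in-well by GAPDH (100nM final) in 100mM TEA pH 7.6, 5mM MgCl2, 0.01% Tween-20. After 60 minutes at room temperature, ATP was read by Kinase-Glo Plus luminescence end-point.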
# Pin1 inhibitor – blocks the human prolyl isomerase Pin1. Q13526. Pin1 FP peptide displacement, HiFluor488, 10 min. Potency, µM (top dose mostly 115 µM), without a hit: at the top dose activity, negative = inhibition, most hits filed as inhibitors. actives 0.009% (n = 390,000); active means well fitted inhibition curve with a large enough effect in the polarisation, with a control signal flat, not every such curve was filed as active; inconclusive means small, poorly fitted or top-dose-only effect, or effect the other way, or a change in a side signal; inactive means no such curve, though single readings can be large or run the other way; the % refers to the polarisation; further: potency means the concentration at half of the fitted maximal effect; on the % scale 0 is the no-effect control and ±100 the full control effect
# GLS inh – inhibitors of human glutaminase (GLS). O94925. GLS enzymatic activity, qHTS titration. Potency, µM (top dose mostly 45.5 µM), for the others: top-dose activity change, negative = inhibition, hits mostly inhibitors. actives 0.21% (n = 410,000). AID 624170; further: potency means the concentration at half of the fitted maximal effect; on the % scale 0 is the no-effect control and ±100 the full control effect
# Target sequence (O94925 whole entry, looked up): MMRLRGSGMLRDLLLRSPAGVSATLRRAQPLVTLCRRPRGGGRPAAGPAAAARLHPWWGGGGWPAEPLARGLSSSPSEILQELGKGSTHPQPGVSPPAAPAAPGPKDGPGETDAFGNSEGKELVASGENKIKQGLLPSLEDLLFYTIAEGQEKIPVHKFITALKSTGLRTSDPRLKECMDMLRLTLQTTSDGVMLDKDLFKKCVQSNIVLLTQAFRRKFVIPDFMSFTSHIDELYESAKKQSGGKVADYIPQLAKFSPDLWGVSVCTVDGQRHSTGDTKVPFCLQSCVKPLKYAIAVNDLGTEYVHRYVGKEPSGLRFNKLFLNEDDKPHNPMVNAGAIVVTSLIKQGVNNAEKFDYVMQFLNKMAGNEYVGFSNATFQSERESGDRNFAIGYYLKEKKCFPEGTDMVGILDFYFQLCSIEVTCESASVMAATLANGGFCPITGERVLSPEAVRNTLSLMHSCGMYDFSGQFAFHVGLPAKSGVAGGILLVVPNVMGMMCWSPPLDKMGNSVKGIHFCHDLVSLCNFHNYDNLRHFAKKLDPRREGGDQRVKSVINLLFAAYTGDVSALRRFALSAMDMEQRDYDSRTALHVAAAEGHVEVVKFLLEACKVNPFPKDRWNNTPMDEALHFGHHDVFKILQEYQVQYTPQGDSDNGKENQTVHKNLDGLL
#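 Assay buffer: 45 mM KH2PO4 pH 8.2, 0.02% Tween-20. hKGA acts on L-glutamine (1 mM solution added); product glutamate is reported by an oxidase/peroxidase Amplex Red coupling, with fluorescence taken at baseline and 30 min.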
# Numbers without * were called inactive; i = inactive; ? = inconclusive; · = not tested or not shown; [ ] = dose if it differs, or a comment. Unless noted, the call rests on the fitted dose curve; in most records, active means well fitted curve in the direction sought with a large enough effect; inconclusive means small, poorly fitted or top-dose-only effect, or another doubt; inactive means no such curve, though single readings can be large; an effect the other way counts as inactive or inconclusive.
compound	BAZ2B inh	JMJD2A Tudor	G9a inh	HP1b chromo inh	PI4K2A inh	ERG-DNA inh	PGK inhibitor	Pin1 inhibitor	GLS inh
COc1ccc(NC(=O)CSc2nccc(C)n2)cc1	-0.4%	10.9%	-32.2%[59 µM]	24.1%	1.4	2.5%	-6.1%	3.9%	-5.1%
COc1cccc(C(=O)NNC(=O)c2cccc3ccccc23)c1	·	-1.4%	·	22.4%	0.9	-4.6%	-6.3%	-1.0%	-5.4%
CCc1nn(CCCC(=O)Nc2ccc(C)cc2C)c(=O)c2cc3occc3n12	-28.2%	-19.4%	0.2%[59 µM]	16.6%	-3.9	-7.8%	8.4%	13.2%	-4.3%
O=C(Cc1ccc(S(=O)(=O)N2CCOCC2)s1)Nc1ccc(Br)c(C(F)(F)F)c1	·	-5.4%	·	26.4%	-3.4	18.3%	-1.2%	16.9%	-6.4%
Cc1nn(Cc2ccc([N+](=O)[O-])cc2)c(=O)n1-c1ccccc1	?	-9.9%	1.9%	23.3%	0.7	0.8%	-2.4%	2.9%	0.1%
CCOC(=O)c1[nH]c2c(c1C)C(=O)CC(c1ccc(F)cc1)C2 (stereo not drawn)	3.9%	-22.1%	-14.2%[59 µM]	34.9%	-4.0	8.5%	-7.1%	13.2%	-6.7%
COc1cc(OC)cc(C(=O)OCCCOC(=O)c2cc(OC)cc(OC)c2)c1	0.5%	8.2%	-2.4%	57.4%[activator]	-22.4	-4.8%	4.3%	-8.1%	6.8%
CC1(c2nnc(-c3ccncc3)o2)CC(c2ccccc2)=NO1 (stereo not drawn)	·	-7.2%	·	71.9%[activator]	-4.0	11.2%	i	1.0%	-0.2%
CCOc1ccc(Nc2cc(C)nc(-n3nc(C)cc3C)n2)cc1	?	?	4.0%[2.33 µM]	23.0%	4.3	0.6%	i	4.2%	2.6%
COC(=O)c1ccc(NC(=O)c2snnc2-c2ccccc2)cc1	-29.3%	-16.3%	-2.7%	48.6%[activator]	-0.6	12.1%	-7.7%	0.7%	-0.1%
NC(=O)C1CCN(C(=O)C(=O)c2cn(CC(=O)N3CCCCCC3)c3ccccc23)CC1	-1.6%	-7.6%	·	26.1%	-0.7	1.2%	-3.8%	-5.3%	2.0%
COCC(C)OC(=O)/C(C#N)=C\c1coc2ccc(C)cc2c1=O (stereo not drawn)	8.9%	-7.1%	?	32.6%	-2.2	25.5%	-1.7%	?	?
COc1ccc(NCc2nn(CC(=O)c3ccc(Br)cc3)c3[n+]2CCCCC3)cc1	35.5µM*	44.7µM*	35.5µM*	-16.7%	-2.3	10.2%	3.7%	9.3%	?
Cc1n[nH]c(C)c1C(=O)CC1(O)C(=O)N(CCc2ccccc2)c2ccc(Br)cc21 (stereo not drawn)	-6.2%	-28.8%	0.0%[12.7 µM]	22.6%	-1.1	3.5%	-0.1%	-0.4%	-14.9%
CN(Cc1ccccc1)C(=O)c1cccc(NC(=O)Cc2ccc(NC(=O)C3CCN(C(=O)C4CCCC4)CC3)cc2)c1	·	-28.3%	·	13.8%	3.5	-4.6%	i	44.2%[activator]	-2.3%
CS(=O)(=O)N1CCC2CC1c1cc(-c3ccccc3)ccc12 (stereo not drawn)	·	-11.6%	·	27.6%	0.8	6.5%	12.1%	-20.1%	3.3%
CCCCNC(=O)C(CC)Sc1nnc(-c2ccc(F)cc2)c(-c2ccc(F)cc2)n1 (stereo not drawn)	-7.1%	-16.7%	1.3%[59 µM]	-5.6%	-0.6	4.6%	-3.5%	-1.7%	-6.7%
CCOC(=O)C1(Cc2cccc(OC)c2)CCCN(Cc2cc(C(C)C)n[nH]2)C1 (stereo not drawn)	-6.9%	-21.6%	·	14.5%	-12.3	3.7%	5.2%	3.4%	-2.0%
CCOC(=O)Nc1nc(-c2ccc(F)cc2F)cs1	10.2%	-7.7%	1.2%[59 µM]	21.0%	1.3	4.7%	i	-4.6%	2.6%
O=[N+]([O-])c1ccc(COc2ccc(CN3CCOCC3)cc2)cc1	·	-26.0%	·	25.2%	-0.4	8.4%	i	2.1%	-2.0%
O=S(=O)(Nc1cc(F)ccc1F)c1cccc2nonc12	-14.9%	-17.2%	5.4%	53.9%[activator]	-7.1	-10.3%	-4.4%	-7.5%	0.0%
Cc1cc(C)cc(N2C(=O)c3nccnc3C2=O)c1	0.5%	0.7%	-1.7%	22.8%	-1.9	?	-0.3%	-0.7%	-2.9%
Cc1ccc(OCCNC(=O)C2CC(=O)N(c3ccc(C)cc3)C2)cc1 (stereo not drawn)	-0.5%	-15.2%	9.8%	21.9%	1.9	5.3%	-4.7%	-15.0%	16.6%
COc1ccc(OCC(=O)NC2CC(C)(C)NC(C)(C)C2)cc1	7.4%	-9.2%	-7.2%[59 µM]	25.2%	-0.8	·	·	-3.9%	-5.9%
O=C(NNC(=O)C1CCC1)c1ccccc1	4.7%	-9.7%	24.7%[12.7 µM]	26.8%	-1.1	1.7%	1.8%	0.4%	3.4%
CN(Cc1ccccc1)C(=O)c1ccc(NC(=O)Cc2ccc(NC(=O)C3CCCN(S(=O)(=O)c4cccc([N+](=O)[O-])c4)C3)cc2)cc1 (stereo not drawn)	·	-23.7%	·	23.3%	-0.4	-3.7%	i	9.1%	-0.1%
COc1ccc(CC(=O)NC(C)c2ccc(Cl)c(Cl)c2)cc1S(=O)(=O)N1CCOCC1 (stereo not drawn)	·	-2.3%	·	34.4%	-1.8	-3.7%[15.4 µM]	-0.7%	5.9%	20.2%
Cc1cc(C)nc(-n2nc(C)c(Sc3ccc(F)cc3)c2N)n1	-3.7%	?	50.1µM*	29.1%	2.8	-0.5%	·	-2.1%	2.8%
Cc1cccc(OCCCC(=O)NNC(=O)c2ccc(F)cc2)c1	1.7%	12.1%	33.6%[12.7 µM]	44.3%[activator]	4.0	8.2%	-5.0%	22.2%	-4.7%
C=CCNC(=S)N(Cc1ccccc1)Cc1ccc(F)cc1	26.5%	37.1%[activator]	2.8%	95.3%[activator]	-1.6	12.9%	-0.6%	-5.2%	8.3%
Cc1ccccc1C(=O)N1CCC(C(=O)Nc2cc(C(F)(F)F)ccc2N2CCCC2)CC1	2.7%	-31.7%	3.6%[0.501 µM]	5.2%	3.1	2.3%	1.1%	-2.5%	26.1%
CN(C)CCCN(Cc1cc2cc3c(cc2[nH]c1=O)OCO3)C(=S)Nc1ccccc1	-19.9%	-13.7%	-4.9%	9.1%	-3.4	-6.7%	-8.8%	-5.0%	0.0%
CCCCn1c(N)c(N(CCC(C)C)C(=O)COC(=O)c2ccccc2)c(=O)[nH]c1=O	-2.6%	7.6%	-3.4%	34.2%	0.6	-1.5%	12.1%	-0.8%	-8.0%
CCc1nnc(NC(=O)c2cccc(S(=O)(=O)N(C)c3ccc(OC)cc3)c2)s1	-3.5%	-13.9%	2.9%	32.7%[activator]	3.4	-4.6%	1.5%	9.3%	2.6%
CC(=O)N1CCN(C(=S)NC(=O)c2c(-c3ccccc3Cl)noc2C)CC1	·	-24.7%	?	-7.3%	-5.2	0.1%	-0.6%	-1.7%	1.0%
O=C(CSc1nnc(COc2cccc3ccccc23)o1)N1CCN(C(=O)c2ccco2)CC1	0.1%	-11.7%	3.0%[59 µM]	5.0%	1.4	·	·	-4.8%	6.7%
CCSc1nnc(N(CCC#N)CCC#N)s1	-0.4%	-0.6%	6.9%	47.5%[activator]	0.6	11.5%	-5.6%	1.2%	-1.7%
OC1(C2(O)CC(c3ccccc3)ON2)CCCCC1 (stereo not drawn)	7.1%	-4.9%	-14.4%[59 µM]	45.5%[activator]	5.4	4.2%	i	-7.7%	3.3%
CCNC(=S)Nc1ccc2c(c1)oc1ccccc12	·	-21.6%	·	37.9%	-2.6	5.2%	-1.9%	0.3%	10.4%
CC(C)N(C(=O)[C@H]1CC(CC(=O)NCCC2=CCCCC2)C(=O)N2CCc3c([nH]c4ccccc34)[C@]12C)C(C)C (stereo partly drawn)	·	?	·	-6.7%	-2.2	-2.3%	2.0%	1.6%	11.7%
Cc1c(Cl)cccc1NC(=O)CSc1nc(=O)n(CCCN2CCOCC2)c2c1CCC2	-5.1%	-6.1%	11.9%	12.8%	-3.2	-1.0%	8.5%	-1.8%	11.2%
CCOc1ccc(NC(=O)Cn2c(=O)n(CCCCC(=O)NCCc3ccc(Cl)cc3)c(=O)c3ccccc32)cc1	-11.7%	-6.5%	1.3%[59 µM]	1.4%	-5.6	0.0%	-8.3%	-0.5%	-9.7%

# 2 entries drawn at random from the list so far:
compound	BAZ2B inh	JMJD2A Tudor	G9a inh	HP1b chromo inh	PI4K2A inh	ERG-DNA inh	PGK inhibitor	Pin1 inhibitor	GLS inh
COc1ccc(OCC(=O)NC2CC(C)(C)NC(C)(C)C2)cc1	7.4%	-9.2%	-7.2%[59 µM]	25.2%	-0.8	·	·	-3.9%	-5.9%
CC(C)N(C(=O)[C@H]1CC(CC(=O)NCCC2=CCCCC2)C(=O)N2CCc3c([nH]c4ccccc34)[C@]12C)C(C)C (stereo partly drawn)	·	?	·	-6.7%	-2.2	-2.3%	2.0%	1.6%	11.7%
